Assay outcomes deposited in PubChem BioAssay by several laboratories.
Insulin prom inh: inhibitors of insulin promoter-driven GFP, primary screen, imaging, TRM-6 cells (human fetal islet line), eGFP reporter, cell count | reporter expression induced with tamoxifen | inhibition, % at 2 µM | hit rate 0.9% among 130,000 | AID 1273, 2008;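 active = inhibition above the mean plus 3 SD, with well images judged a real hit on visual review, cut at about 60% in these data, passing the limit was not always enough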
sdo1 growth: growth rescue of sdo1-depleted yeast, primary screen, S. cerevisiae, bone marrow failure model; S. cerevisiae sdo1-depleted JHY4D growth rescue, OD600 30 h; stronger effect = higher value; pdr5 snq2 efflux-pump mutant strain; z-score at 10 µM; hit rate 0.21% among 140,000;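 active = z-score above 3 at both the 24 hr and the 30 hr optical density reads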;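 also: z-score against mean and SD of all compound wells on the same plate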
sdo1 growth Rescue 24 h: further read-out of sdo1 growth, marked with its call; z-score; S. cerevisiae sdo1-depleted JHY4D growth rescue, OD600; measured here: growth rescue at 24 h;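 0 is the plate mean of compound wells and units are plate SD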
* hit, by the source's call; x = no result given; & = joins results of further samples. This is a random part of the collection. About 0.94% of those tested had a hit in this group.

sdo1 growth Rescue 24 h | Insulin prom inh | sdo1 growth | SMILES
0.27 | 8.7 | 0.82 | C=CCC1(O)C(=O)N2C(=C1C(=O)N1CCOCC1)c1ccccc1CC2(C)C (stereo not given)
0.16 | 46.0 | -0.22 | CCOc1ccc2[nH]c(=O)c(CN(Cc3ccccc3)C(=O)N3CCCC3)cc2c1
1.15 | 35.7 | 2.42 | CN(C)c1cc[n+](CC(=O)Nc2ccc([N+](=O)[O-])cc2Cl)cc1
2.82 | -3.3 | 1.99 | C=CCn1c(CCNC(=O)c2ccccc2F)nnc1SCC(=O)Nc1nc2ccccc2s1
-1.12 | 12.8 | -0.34 | COc1ccccc1NC(=O)C1=C(C)Nc2ncnn2C1c1ccc(C)o1 (stereo not given)
x | 17.6 | x | Cc1cc(C(=O)NCc2nc(-c3ccccc3)no2)ccc1[N+](=O)[O-]
-1.21 | -31.2 | -2.87 | CN1CCN(CC(=O)N2CCn3c4c(c5cc(C6CCCCC6)ccc53)CCCC42)CC1 (stereo not given)
-0.11 | -37.0 | -0.52 | CCOc1ccccc1N1CCN(C(=O)CCCN2C(=O)c3cccc4cccc(c34)C2=O)CC1
-1.38 | 25.0 | -2.18 | Clc1ccc(OCCCCCN2CCCC2)c(Br)c1
1.54 | x | 1.43 | O=C(COC(=O)c1cc(Cl)cc(Cl)c1)NCCN1C(=O)CSC1=O
-1.13 | x | -0.83 | CC(=O)N=c1sc2c3ccccc3ccc2n1C
7.83* | 22.2 | 12.4* | COc1ccc(-c2nnco2)cc1OC
-0.29 | -7.1 | -0.15 | Cc1[nH]c2ccccc2c1/C=N/NC(=O)c1cc(-c2cccs2)[nH]n1
-0.18 | 12.9 | 0.1 | Cc1cc(C)cc(NC(=S)NCCCN2CCOCC2)c1
-1.13 | x | -0.19 | CCN(CC(=O)Nc1ccc2c(c1)OCCO2)CC(=O)Nc1cc(C)on1

Entries of single compounds, looked up by structure.
Shown for `CCOc1ccccc1N1CCN(C(=O)CCCN2C(=O)c3cccc4cccc(c34)C2=O)CC1` = sdo1 growth Rescue 24 h = -0.11; Insulin prom inh = -37.0; sdo1 growth = -0.52
Shown for `Cc1[nH]c2ccccc2c1/C=N/NC(=O)c1cc(-c2cccs2)[nH]n1` = sdo1 growth Rescue 24 h = -0.29; Insulin prom inh = -7.1; sdo1 growth = -0.15

Later entries:
sdo1 growth Rescue 24 h | Insulin prom inh | sdo1 growth | SMILES
-0.03 | -7.7 | 0.04 | CCOC(=O)N/N=C/c1cn(Cc2ccc(Cl)cc2)c2ccccc12
0.5 | 14.3 | 0.96 | O=C(CCC1CCCC1)N1CCN(C(=O)c2ccco2)CC1
1.57 | -25.0 | 2.72 | O=C(Nc1nncs1)C1COc2ccccc2O1 (stereo not given)
-0.53 | 7.9 | -0.04 | O=C(O)C1CC(=O)N(Cc2ccccc2)C1 (stereo not given)
-0.09 | x | -0.03 | O=c1oc(-c2ccccc2)nc2ccsc12
0.7 | x | 1.42 | CCSc1nnc(Cc2cc(=O)[nH]c(=O)[nH]2)n1-c1ccc(F)cc1
1.11&-0.04 | 53.3&-2.8 | 1.5&0.39 | O=C(OCCN1CCOCC1)c1cccnc1
-0.27 | 43.3 | 0.24 | O=C(O)c1cccc(N2C(=O)c3cccc(Oc4ccc(Cl)cc4)c3C2=O)c1
-1.82 | 40.0 | -2.37 | Cc1ccc(N(CC(O)Cn2c3ccccc3c3ccccc32)S(C)(=O)=O)cc1 (stereo not given)
1.78 | -7.1 | 1.69 | CN(C(=O)c1ccncc1)C1CCS(=O)(=O)C1 (stereo not given)
-0.89 | x | -1.65 | COc1ccc(-n2c(COc3ccc4ccccc4c3)nnc2SCC(=O)NCc2ccco2)cc1
0.33 | 0.0 | 0.03 | O=C(Cc1csc(-c2ccccc2)n1)Nc1ccc(C(F)(F)F)cc1
-0.47 | 53.6 | 0.21 | COc1cc(/C=C2/SC(=S)N(CC(=O)Nc3cccnc3)C2=O)cc(OC)c1OC
-0.1 | -35.7 | 0.43 | CCn1nnnc1SCC(=O)NNC(=O)C1CCCCC1
-0.71 | -88.9 | -1.94 | N=c1c2c(-c3ccccc3)c(-c3ccccc3)n(Cc3ccco3)c2ncn1Cc1ccco1

The list goes on:
sdo1 growth Rescue 24 h | Insulin prom inh | sdo1 growth | SMILES
0.58 | -76.9 | 0.3 | CCc1cccc(NC(=O)CCCSc2nc3ccccc3[nH]2)c1
-0.28 | 45.5 | -0.55 | O=C1c2oc3ccccc3c(=O)c2C(c2cccc(Br)c2)N1Cc1ccco1 (stereo not given)
-0.26 | 10.0 | -0.22 | COc1ccccc1NC(=O)C(=O)N1N=C(C(C)C)CC1(O)C(F)(F)F (stereo not given)
-0.77 | x | -0.3 | O=C(CCCSc1nc2ccccc2[nH]1)N1CCN(c2ccccc2)CC1
-0.78 | -22.6 | -1.11 | Cn1c(C(=O)OC(C(=O)NC2CCCCC2)c2ccncc2)cc2sccc21 (stereo not given)
0.26 | x | 0.49 | COc1cccc(C(c2c(C)[nH]n(-c3ccccc3)c2=O)c2c(C)[nH]n(-c3ccccc3)c2=O)c1OC
-0.87 | x | -1.19 | O=[N+]([O-])c1ccc(NC(=S)NCCc2ccc(F)cc2)cc1
-0.19 | x | -0.18 | Cc1ccc(SCc2nnc(NC(=O)c3ccccc3)s2)cc1
0.07 | 45.8 | 0.95 | CCOC(=O)C1=C(C)NC2=C(C(=O)CCC2)C1c1coc2ccccc2c1=O (stereo not given)
-0.13 | -8.3 | 0.95 | Cc1ccc(C(O)CN2C3=NCCN3c3ccccc32)cc1 (stereo not given)
-0.43 | -15.4 | 0.27 | CN(C)CCCC(C)(O)C(C)(C)c1ccccc1 (stereo not given)
-0.89 | x | -1.21 | CN1C(=O)NC(c2cccc(O)c2)C(C(=O)c2cccs2)C1(O)C(F)(F)F (stereo not given)
x | -7.1 | x | COc1ccc(OCC(=O)NCCc2c[nH]c3ccccc23)cc1
0.27 | 18.9 | -0.3 | COc1ccc(Cn2c(-c3ccc(C)cc3)nc3c(c(=O)c4ccccc4n3C)c2=O)cc1
x | -36.4 | x | CSc1ccccc1NC(=S)NC1CCCCC1

(list continues)
sdo1 growth Rescue 24 h | Insulin prom inh | sdo1 growth | SMILES
-1.63 | x | -2.02 | Cn1c(NCc2ccccc2)nc2c1c(=O)n(Cc1ccc(Br)cc1)c(=O)n2C
-0.17 | 0.0 | 0.75 | COc1ccc(S(=O)(=O)NN=C2CCCCC2)cc1
x | -18.5 | x | COC(=O)c1ccc(NCC(=O)N2CCCCCC2)cc1
x | 30.8 | x | Nc1n[nH]c2cc(=O)n(-c3cccc(C(F)(F)F)c3)nc12
x | -26.7 | x | CCc1cccc(CC)c1NC(=S)NCC(c1cccnc1)N(C)C (stereo not given)
0.3 | x | -0.63 | CCOC(=O)c1ccc(N2CSC3=C(C#N)C(c4ccc(OC)cc4OC)CC(=O)N3C2)cc1 (stereo not given)
0.48 | 55.0 | 0.93 | CS(=O)(=O)N(CC(=O)Nc1cccnc1)c1ccc2c(c1)OCCO2
x | -58.3 | x | COc1ccccc1NC(=O)/C=C1\NC(=O)CS1
0.11 | 8.1 | 0.65 | Cc1cc(OCC(=O)NC(C)C)cc(C)c1Cl
2.27 | x | 1.22 | Cn1cccc1-c1nc2ccc(NC(=O)c3ccc([N+](=O)[O-])cc3)cc2[nH]1
x | 25.0 | x | Cc1cc(Br)ccc1SCC(=O)OCC(=O)NC1CCCC1
-0.02 | 37.0 | 0.59 | CCC(=O)Nc1ccc(S(=O)(=O)c2ccc(NC(=O)CC)cc2)cc1
0.98 | -18.2 | 0.73 | COc1ccc(/C(C)=N\n2cnnc2)cc1
x | -20.0 | x | COc1ccc(-c2nc3ccccc3s2)cc1
x | -17.6 | x | O=C(c1cc2cc([N+](=O)[O-])ccc2s1)N1CCOCC1

Carrying on.
sdo1 growth Rescue 24 h | Insulin prom inh | sdo1 growth | SMILES
-0.88 | -14.3 | -0.65 | Cc1ccnc2c(N3C(=O)C4C5C=CC(C5)C4C3=O)cccc12 (stereo not given)
-0.14 | 21.1 | -0.27 | O=C(Nc1ccc2oc(-c3ccccc3F)nc2c1)c1ncn[nH]1
0.83 | -50.0 | 1.1 | COc1ccc(N(CC(=O)Nc2ccc3c(c2)OCCO3)S(=O)(=O)c2cccnc2)cc1
-0.29 | 72.7* | 0 | COc1ccc(NC(=O)CSc2nnc(-c3cccs3)n2Cc2ccco2)cc1OC
-1.49 | 4.5 | -0.52 | CC(=O)[C@@]1(O)CC[C@H]2[C@@H]3C[C@H](C)C4=CC(=O)C=C[C@]4(C)[C@@]3(F)[C@@H](O)C[C@@]21C
-0.02 | -15.4 | 0.82 | Cc1cc(C)c(C2C(C#N)=C(N)Oc3n[nH]c(C)c32)cc1CN1CCOCC1 (stereo not given)
-1.73 | x | -1.66 | COc1ccc(N2CCN(C(=O)CSc3nnnn3-c3ccc4c(c3)OCCO4)CC2)cc1
-0.41 | 41.3 | 0.64 | CC1(C)CC(=O)C(CC(=O)NC(=O)NCc2ccccc2)=C(O)C1
0.63 | x | 1.46 | NCCCC(=O)N1c2ccccc2Sc2ccccc21
-0.48 | -400.0 | -0.76 | COc1ccccc1NC(=O)c1ccccc1-c1nc(-c2ccccc2OC)no1
0.07 | 20.7 | 0.6 | CSCCC(NC(=O)c1ccccc1)C(=O)OCC(=O)c1ccc[nH]1 (stereo not given)
-1.15 | -19.4 | -0.63 | COCCCNC(=O)/C=C/c1cccc(Cl)c1
0.32 | -42.9 | 0.9 | Cc1[nH]c(-c2ccco2)nc1C(=O)O
0.22 | -2.7 | 0.71 | CCS(=O)(=O)Nc1ccc(C(=O)CC2(O)C(=O)Nc3ccccc32)cc1 (stereo not given)
2.72 | 21.4 | 1.1 | O=C(Nc1cc(Cl)c(O)c(Cl)c1)C1CCCO1 (stereo not given)

Other records follow.
sdo1 growth Rescue 24 h | Insulin prom inh | sdo1 growth | SMILES
-0.29 | -75.0 | 0.2 | CC(=O)c1ccc(NC(=O)COC(=O)CCC(=O)c2cccs2)cc1
0.24 | 34.5 | 0.47 | Cc1nc(C)c(C(=O)N/N=C/c2c[nH]c3ccccc23)s1
-0.15 | 0.0 | -0.47 | Cc1cccc(-n2c(C)nc3c(cnn3-c3ccc(F)cc3)c2=O)c1
1.47 | 31.4 | 1.45 | COc1ccc(CN(CCO)CCO)cc1[N+](=O)[O-]
1.43 | 0.0 | 1.07 | COc1ccccc1NC(=O)C1=C(C)NC2=C(C(=O)CC(c3ccc(OC)c(OC)c3)C2)C1c1coc2ccccc2c1=O (stereo not given)
-0.2 | -18.2 | -0.16 | O=C(O)c1cc2sccc2s1
0.17 | -27.3 | 0.42 | COc1ccccc1-c1nnc(SCc2nc3ccccc3[nH]2)n1C
0.71 | x | -0.08 | Cc1cc(C)c(NC(=O)C(C)(C)C)c(Cl)c1
x | -38.5 | x | Clc1ccc(-c2n[nH]c3c2CCCC3)cc1
1.15 | -18.2 | 0.41 | Cc1nnc2sc(-c3csc4c3CCCC4)nn12
-0.8 | 38.3 | -0.4 | COc1ccc(CCNC(=O)C2CCN(C(=O)N(C)C)CC2)cc1OC
-1.21 | x | -1.34 | Cc1c(Cl)ccc(S(=O)(=O)N2CCN=C2c2ccccc2)c1Cl
-0.47 | x | 0.78 | CCCCC(=O)N/N=C(\C)CC(=O)Nc1ccccc1Br
-0.42 | -113.6 | -0.21 | O=C(CCn1cnc2ccccc2c1=O)Nc1ccc2c(c1)OCCO2
x | -42.9 | x | O=C(NC1CCS(=O)(=O)C1)/C(=C\c1ccc(F)cc1)NC(=O)c1ccccc1 (stereo not given)

4 entries from above, as labelled records.
> CSc1ccccc1NC(=S)NC1CCCCC1
  sdo1 growth Rescue 24 h: x; Insulin prom inh: -36.4; sdo1 growth: x

> Cn1c(NCc2ccccc2)nc2c1c(=O)n(Cc1ccc(Br)cc1)c(=O)n2C
  sdo1 growth Rescue 24 h: -1.63; Insulin prom inh: x; sdo1 growth: -2.02

> COc1ccc(S(=O)(=O)NN=C2CCCCC2)cc1
  sdo1 growth Rescue 24 h: -0.17; Insulin prom inh: 0.0; sdo1 growth: 0.75

> COC(=O)c1ccc(NCC(=O)N2CCCCCC2)cc1
  sdo1 growth Rescue 24 h: x; Insulin prom inh: -18.5; sdo1 growth: x

More entries:
sdo1 growth Rescue 24 h | Insulin prom inh | sdo1 growth | SMILES
-0.29 | x | 0.14 | CCN(CC)C(=O)CSC1=N/C(=C/c2ccco2)C(=O)N1c1ccc(OC)c(Cl)c1
1.15 | -16.1 | 0.81 | COc1ccc(Oc2ccccc2C=O)cc1
-0.67 | 20.0 | -0.08 | N/C(=N/OCC(=O)Nc1cccc2ccccc12)c1nonc1N
x | 36.4 | x | COc1ccc(N2CCN(C(=O)Cn3cncn3)CC2)cc1
-0.79 | -56.2 | -1.09 | Cc1c(C(=O)N/N=C/c2ccc(Cl)cc2)[nH]c2ccc(Cl)cc12
0.07 | x | 0.2 | COCCCNc1nc2c(c(=O)[nH]c(=O)n2C)n1CC(O)COc1cccc(C)c1 (stereo not given)
-1.37 | 20.0 | -1.28 | COc1ccccc1Oc1ccc2c(c1)C(=O)N(c1cccc3ncccc13)C2=O
1.82 | 10.0 | 0.74 | COc1ccc(-c2cn3nc4c(nc3n2)CCCC4)cc1
x | 33.3 | x | CCS(=O)(=O)N1CCC(C(=O)NCc2ccc(OC)cc2)CC1
1.14 | x | 0.88 | C=CCNC(=O)C(=O)N/N=C/c1ccco1
0.01 | x | -0.24 | COc1ccccc1N1CCN(C(=O)COc2ccc(C)cc2Br)CC1
-0.38 | -223.3 | -0.59 | Cc1cc(C)cc(Oc2ccccc2/C=N\O)c1
-0.14 | x | -0.13 | Cn1nnnc1SCc1nc2ccccc2[nH]1
x | -19.1 | x | CC(C)(C)NC(=O)NC(=O)COC(=O)Cc1ccc(Cl)cc1Cl
-0.26 | 20.0 | -0.28 | O=C(CSc1nc(-c2ccccc2)cs1)NCc1ccco1
0.2 | 17.6 | -0.51 | O=C(Nc1cccc2c1CCCC2)c1ccncc1
